# FLuc inh counter = firefly luciferase enzyme inhibitors, primary screen, artefact control for luciferase-based inhibitor screens, biochemical, luminescence, ATPLite | Luciferin 4-monooxygenase (Photinus pyralis), P08659 | actives 1.5% (n = 200,000) | 10 min | AID 1006, 2008 | inhibition, % at 10 µM;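 active = inhibition above about 50% when tested at 10 µM, limit read from the data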
# Target sequence (P08659 whole entry, looked up): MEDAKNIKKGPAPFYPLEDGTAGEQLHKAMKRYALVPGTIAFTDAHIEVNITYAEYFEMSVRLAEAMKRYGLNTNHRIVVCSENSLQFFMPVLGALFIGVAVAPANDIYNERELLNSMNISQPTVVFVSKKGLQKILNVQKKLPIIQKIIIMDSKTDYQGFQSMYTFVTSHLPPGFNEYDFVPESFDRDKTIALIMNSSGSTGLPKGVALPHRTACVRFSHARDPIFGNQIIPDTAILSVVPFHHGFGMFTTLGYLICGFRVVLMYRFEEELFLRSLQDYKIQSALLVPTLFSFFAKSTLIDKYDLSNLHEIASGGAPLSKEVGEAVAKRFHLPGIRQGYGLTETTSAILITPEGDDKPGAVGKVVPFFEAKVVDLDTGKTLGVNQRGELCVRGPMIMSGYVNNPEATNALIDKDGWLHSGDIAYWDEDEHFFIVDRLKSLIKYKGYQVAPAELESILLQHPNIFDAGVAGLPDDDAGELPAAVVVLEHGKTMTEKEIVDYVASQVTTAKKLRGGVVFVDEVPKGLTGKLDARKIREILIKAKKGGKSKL
# STAT3 blocker = IL-6 driven STAT3 reporter inhibitors, primary screen, U3A cells, luciferase, luminescence, MLSCN library; IL-6 STAT3-luciferase reporter; host cell line lacks STAT1; inhibition, % at 5.5 µM; actives 0.89% (n = 190,000); AID 862, 2007;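 active = inhibition above the mean inhibition across all screened compounds plus 3 SD, cut at about 44% in these data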;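 note: 0% = DMSO only wells and 100% = 100 µM nifuroxazide control wells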
# RAM inhibit = inhibitors of the yeast RAM network, primary screen, dse1pr::URA3 reporter, 5-FOA selection; actives 1.8% (n = 190,000); AID 868, 2007; inhibition, % at 50 µM; S. cerevisiae dse1pr::URA3 reporter, 5-FOA growth OD615, 2 d; analog-sensitive cbk1-as2 kinase mutant strain;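 active = inhibition above a set limit, 3 SD over mean compound inhibition, cut at about 8.4% in these data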;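 note: 0% = DMSO-only wells with no growth and 100% = 10 µM 1-NA-PP1 full growth; inhibition rescues growth on 5-FOA so higher OD means more RAM inhibition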
# NF-kB expr up = activators of NF-kB expression in neurons, primary screen, cell-based, HTS | human neuronal cells, NF-kB reporter expression; hits give high values | fold change at 12.5 µM | actives 1.6% (n = 190,000); in the data active = fold change above about 3.3
# APP 5'UTR act = activators of APP 5'UTR luciferase reporter, primary screen, SH-SY5Y cells. SH-SY5Y APP 5'UTR luciferase reporter, luminescence; zero percent = DMSO vehicle wells. activation, % at 2 µM. actives 1% (n = 190,000);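 active = activation above a set limit, based on mean plus 3 SD of controls, cut at about 140% in these data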; note: values of inactives mirror those of a sister screen read the other way
# Hsp70 act = Hsp70 transcriptional activators, primary screen, cell-based, HeLa, Hsp70 promoter luciferase, luminescence, 10 µM. activation, % at 10 µM. actives 0.04% (n = 200,000). AID 1203, 2008. HeLa Hsp70 promoter luciferase reporter; scaled: vehicle 0, proteasome-inhibitor control 100%;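 active = activation above the mean across all tested compounds plus 3 SD, cutoff set per campaign, cut at about 5.5% in these data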;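 note: 100% = MG132 at 30 µM as the positive control and 0% = DMSO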
# APP transl inh = inhibitors of APP translation via 5'UTR reporter, primary screen, APP 5'UTR luciferase, SH-SY5Y cells. SH-SY5Y APP 5'UTR-luciferase reporter, luminescence. inhibition, % at 2 µM. actives 0.82% (n = 190,000);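 active = inhibition above a set limit, derived from the sample mean plus 3 SD, cut at about 45% in these data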; note: values of inactives mirror those of a sister screen read the other way
# STAT1 inh = STAT1 signaling inhibitors, primary screen, cell-based, HTS, luciferase reporter; NIH 3T3 STAT1-luciferase reporter, IFN-gamma, luminescence; inhibition, % at 5.5 µM; actives 0.35% (n = 200,000); AID 920, 2007;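 active = inhibition above a set limit, the mean inhibition across all tested compounds plus 3 SD, cut at about 34% in these data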;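 note: 0% = IFN-gamma with DMSO and 100% = IFN-gamma with 300 µM nifuroxazide; values of inactives mirror those of a sister screen read the other way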
# STAT3 activator = IL-6 driven STAT3 reporter potentiators, primary screen, U3A cells, luciferase, luminescence, MLSCN library; IL-6 STAT3-luciferase reporter; 100% = signal with IL-6 EC80 alone; activation (% of control), % at 5.6 µM; actives 0.91% (n = 190,000); AID 871, 2007;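 active = activation above the screen-wide mean of compound activation plus 3 SD, cut at about 130% in these data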;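 note: 0% = background luminescence of wells with medium and substrate only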
#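 Test system: Human STAT1-deficient U3A cells with stable STAT3-luciferase reporter | Also added: Interleukin-6, 33 ng/mL | Timing: Compound pre-incubation 1 h before IL-6, then 6 h stimulation at 37 °C | Technique: Luciferase reporter luminescence | Read-out: Percent of IL-6-only median luminescence | Benchmarks: IL-6-only wells as 100% reference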
# STAT1 act = STAT1 signaling activators, primary screen, cell-based, HTS, luciferase reporter. NIH 3T3 STAT1-luciferase reporter, IFN-gamma, luminescence; 100% = IFN-gamma alone, no compound. activation (% of control), % at 5.5 µM. actives 2.6% (n = 200,000). AID 932, 2007;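 active = activation above the screen-wide mean activation plus 3 SD, cut at about 130% in these data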;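 note: raw ratio to IFN-gamma control signal so 100% means no change and 0% no light; values of inactives mirror those of a sister screen read the other way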
# * marks the source's active call; other numbers are inactive results; . = no result given.
# Order of values: FLuc inh counter	STAT3 blocker	RAM inhibit	NF-kB expr up	APP 5'UTR act	Hsp70 act	APP transl inh	STAT1 inh	STAT3 activator	STAT1 act
1	O=C(O)Cc1c[nH]c2cccc(O)c12
    -12	.	0.8	1.1	4	0.1	-4	5	.	95
2	CCC(C)(C)n1nnnc1C(C(C)C)N(CCCO)Cc1cc2cc(C)ccc2[nH]c1=O (stereo unspecified)
    -9	-2	0.0	1.3	32	-0.1	-32	2	106	98
3	Cc1csc(NC(=O)c2cccc(Cn3nc(C)c(Br)c3C)c2)n1
    -20	9	1.1	1.1	-6	-0.1	6	1	96	99
4	Cc1scc(C(=O)NNC(=S)NCC2CCCO2)c1-c1ccccc1 (stereo unspecified)
    -4	20	3.2	1.2	1	-0.2	-1	4	86	96
5	Cc1cc(C)cc(OCC(=O)Nc2cccc(-c3nc4ncccc4o3)c2)c1
    0	25	2.5	1.2	-2	-0.1	2	-8	86	107
6	CCN(Cc1ccccc1)C(=O)COC(=O)c1cc(Cl)nc(Cl)c1
    -7	5	-0.5	1.2	-1	0.4	1	0	100	97
7	CC1(C)CC(=O)C2=C(C1)NC(=O)CC2c1ccc(N(CCC#N)CCC#N)cc1 (stereo unspecified)
    0	10	1.2	1.3	-11	-0.3	11	-4	96	102
8	CC(C)(C)c1ccc(S(=O)(=O)N2CCCC2C(=O)N2CCOCC2)cc1 (stereo unspecified)
    -2	9	1.5	0.97	5	0.2	-5	-4	100	104
9	Cc1sc(NC(=O)c2ccc(F)cc2)c(CN2CCCCCC2)c1C
    -2	-15	0.1	1.4	46	-0.1	-46	-34	122	131*
10	Cc1ccc2[nH]c3c(c2c1)CN(C(=O)CN1CCSCC1)CC3
    -5	9	2.1	1.4	10	-0.1	-10	-2	100	102

# Excerpt: nos. 1 to 5
# Order of values: FLuc inh counter	STAT3 blocker	RAM inhibit	NF-kB expr up	APP 5'UTR act	Hsp70 act	APP transl inh	STAT1 inh	STAT3 activator	STAT1 act
1	O=C(O)Cc1c[nH]c2cccc(O)c12
    -12	.	0.8	1.1	4	0.1	-4	5	.	95
2	CCC(C)(C)n1nnnc1C(C(C)C)N(CCCO)Cc1cc2cc(C)ccc2[nH]c1=O (stereo unspecified)
    -9	-2	0.0	1.3	32	-0.1	-32	2	106	98
3	Cc1csc(NC(=O)c2cccc(Cn3nc(C)c(Br)c3C)c2)n1
    -20	9	1.1	1.1	-6	-0.1	6	1	96	99
4	Cc1scc(C(=O)NNC(=S)NCC2CCCO2)c1-c1ccccc1 (stereo unspecified)
    -4	20	3.2	1.2	1	-0.2	-1	4	86	96
5	Cc1cc(C)cc(OCC(=O)Nc2cccc(-c3nc4ncccc4o3)c2)c1
    0	25	2.5	1.2	-2	-0.1	2	-8	86	107

# Later entries:
# Order of values: FLuc inh counter	STAT3 blocker	RAM inhibit	NF-kB expr up	APP 5'UTR act	Hsp70 act	APP transl inh	STAT1 inh	STAT3 activator	STAT1 act
11	Nc1nonc1-c1nc2ccccc2n1CCC(=O)O
    -9	-4	2.0	1.4	2	0.0	-2	-8	106	107
12	CC(C)C(OC(=O)c1cc2c(s1)CCCCC2)C(=O)NC(N)=O (stereo unspecified)
    2	-1	-0.8	0.98	1	-0.4	-1	1	100	99
13	CC(C)CC(=O)NC(NC(=O)CC(C)C)c1cccc([N+](=O)[O-])c1
    -8	2	1.8	1.4	6	-0.5	-6	-3	104	100
14	Nc1nc2nonc2nc1N1CCCCC1
    3	8	2.8	1.9	18	0.0	-18	3	94	97
15	O=C1c2ccccc2C(=O)N1CCC(=O)N1CCCc2ccccc21
    -8	2	-1.2	1.5	4	0.1	-4	-10	101	109
16	C=C(C)c1cccc(C(C)(C)NC(=O)N2CCCC(C)C2)c1 (stereo unspecified)
    -4	4	1.5	0.94	-4	-0.2	4	5	97	95
17	C#Cc1ccc([C@@H]2C=C(C(=O)N3CCN(Cc4ccc5c(c4)OCO5)CC3)O[C@H](OCCCCO)C2)cc1
    -2	.	-0.4	0.83	9	-0.2	-9	14	.	88
18	Cc1nc2ccccc2nc(=O)c1NNc1ccc([N+](=O)[O-])cc1
    2	10	3.4	1	-4	0.9	4	15	96	85
19	Cc1ccc(NC(=O)CN2C(=O)CSC2=O)cc1
    0	-3	1.7	1.4	4	0.3	-4	1	106	92
20	CC1(CC(=O)O)SC(=O)NC1=O (stereo unspecified)
    -4	1	0.9	1.2	14	-0.5	-14	4	102	96
21	Cc1ccc(Nc2cc(=O)oc3ccccc23)c(C)c1
    -1	6	3.3	1.1	3	0.2	-3	5	100	95
22	Clc1ccc(OCCOCCN2CCCCC2)c(Br)c1
    -2	12	0.9	1	14	-0.3	-14	-1	95	101
23	CSc1nsc(SC)c1C(=O)OCC(F)(F)F
    -3	9	2.9	1	10	-0.2	-10	-1	101	101
24	CC(=O)Oc1ccc(N2C(=O)C3C(C2=O)C2C=CC3C23CC3)cc1[N+](=O)[O-] (stereo unspecified)
    -2	2	3.6	1.3	20	-0.1	-20	0	104	99
25	CCCN1C(=O)/C(=C/c2ccc(C)s2)SC1=Nc1ccc(OC)cc1
    -9	-7	21*	1	0	-0.4	0	1	112	99
26	O=C(COc1ccc(S(=O)(=O)NCc2ccccc2)cc1)N1CCOCC1
    -3	9	1.7	1.2	-5	-0.4	5	-1	96	98
27	CC(=O)N1CCC(N(CCN2CCOCC2)C(=S)Nc2c(C)cccc2C)CC1
    -6	0	3.9	1.2	1	-0.2	-1	2	98	98
28	COc1ccc(Oc2coc3cc(OCC(=O)N4CCCCC4)ccc3c2=O)cc1
    14	-1	0.9	0.73	5	-0.2	-5	2	100	98
29	COc1ccc(OC)c(S(=O)(=O)N2Cc3ccccc3CC2C(=O)O)c1 (stereo unspecified)
    2	-3	1.1	0.88	-26	-0.3	26	13	105	80
30	O=C(O)c1ccc(NC(=S)NC(=O)c2ccc(-c3ccccc3)cc2)cc1
    29	6	0.6	1.5	3	-0.3	-3	-5	98	104
31	OCCNCCOc1ccccc1F
    -4	11	2.4	1	-4	-0.5	4	1	96	99
32	O=C(c1ccccc1)N1CCOC12CCN(c1ncc(C(F)(F)F)cc1Cl)CC2
    -9	6	1.6	0.94	8	-0.2	-8	-5	100	104
33	CCOC(=O)CS(=O)(=O)CC(=O)Nc1ccc([N+](=O)[O-])cc1OC
    -6	-7	5.0	1	-3	-0.2	3	-6	108	105
34	CCN(CC)CCN(C)c1ccc(N2C(=O)C3CC=CCC3C2=O)cc1[N+](=O)[O-] (stereo unspecified)
    1	-1	2.3	1.1	15	0.0	-15	13	103	87
35	C=CCOC(=O)C1=C(C)NC(=O)NC1c1cn(-c2ccccc2)nc1-c1cccs1 (stereo unspecified)
    -3	4	0.5	1	-11	-0.4	11	0	99	100
36	O=C1N(Cc2cccc(Cl)c2)C[C@@H]2C[C@@H](c3cccc4cccnc34)N3CCC[C@@]123
    -6	-11	-0.5	0.86	9	-0.2	-9	6	114	93
37	Cc1cc(Nc2nc3ccccc3nc2Cl)n(-c2ccccc2)n1
    -1	22	3.0	0.87	-19	-0.3	19	8	85	92
38	CCOC(=O)CN1CC23C=CC(O2)C(C(=O)NC2CCCC2)C3C1=O (stereo unspecified)
    -2	-7	0.1	1.1	8	-0.1	-8	-6	105	103
39	COCCOC(=O)C1=C(C)NC(=S)NC1c1cccs1 (stereo unspecified)
    -2	-2	2.1	0.93	-21	2.1	21	1	104	97
40	COc1ccc(/C(C)=N/NC(=O)CNC(=O)c2cccs2)cc1OC
    20	-3	1.1	1.2	18	0.0	-18	1	105	97
41	O=C(CCn1c(=S)oc2ccccc21)Nc1cccc(F)c1
    -6	12	2.0	1.1	-20	-0.4	20	2	91	97
42	COc1cc2c(cc1OC)C(Cc1ccc(O)cc1)N(C)CC2 (stereo unspecified)
    -6	12	1.2	1.1	7	-0.1	-7	2	93	98
43	CCOC(=O)c1cccc(NC(=O)CSc2nnc(-c3cccnc3)n2CC)c1
    5	-3	-0.1	0.86	-4	0.6	4	2	107	98
44	CC(C)n1c(=O)[nH]c2ccccc21
    -3	9	1.6	1.3	5	-0.1	-5	-2	95	102
45	COc1ccc(-c2nn3c(-c4cccc(C)c4)nnc3s2)cc1OC
    .	-1	.	.	2	-0.4	-2	-2	105	102
46	COC(=O)c1cc(Br)ccc1-c1ccc(/C=N/n2nnnc2N)o1
    -10	23	2.6	0.82	0	-0.5	0	-4	83	104
47	O=C(Nc1ccccc1)C1CC(=O)N(C2CCCCC2)C1 (stereo unspecified)
    3	-7	1.5	1.1	2	-0.3	-2	-3	111	103
48	O=C1OCc2cc(NS(=O)(=O)c3cccs3)ccc21
    -5	0	2.0	1.2	.	-0.5	-15	0	103	100
49	Cc1nc(C(=O)NC(C)C)nn1-c1cc(Cl)cc(Cl)c1
    -5	-1	0.6	0.96	20	0.2	-20	6	102	92
50	S=C(NCc1ccco1)N/N=C/c1ccccc1Cl
    -7	-11	0.7	1	6	-0.4	-6	2	113	98

# Full records as entered above.
# `O=C1OCc2cc(NS(=O)(=O)c3cccs3)ccc21` is listed with FLuc inh counter: -5; STAT3 blocker: 0; RAM inhibit: 2.0; NF-kB expr up: 1.2; APP 5'UTR act: .; Hsp70 act: -0.5; APP transl inh: -15; STAT1 inh: 0; STAT3 activator: 103; STAT1 act: 100
# `CC(C)n1c(=O)[nH]c2ccccc21` is listed with FLuc inh counter: -3; STAT3 blocker: 9; RAM inhibit: 1.6; NF-kB expr up: 1.3; APP 5'UTR act: 5; Hsp70 act: -0.1; APP transl inh: -5; STAT1 inh: -2; STAT3 activator: 95; STAT1 act: 102

# (list continues)
# Order of values: FLuc inh counter	STAT3 blocker	RAM inhibit	NF-kB expr up	APP 5'UTR act	Hsp70 act	APP transl inh	STAT1 inh	STAT3 activator	STAT1 act
51	O=C(c1cccs1)N(Cc1cccc(Cl)c1)C1CCS(=O)(=O)C1 (stereo unspecified)
    -5	-4	0.9	0.88	-13	-0.3	13	-7	107	106
52	CCOC(=O)c1cc(-c2ccc(Cl)cc2)nc2onc(C)c12
    -4	33	9.8*	1.6	-9	-0.4	8	-2	72	103
53	CCC1CCc2c(sc(NC(=O)C3CC=CCC3C(=O)O)c2C#N)C1 (stereo unspecified)
    1	11	2.3	1.1	7	-0.3	-7	-4	94	103
54	COc1cc(OC)nc(NC(=O)COC(=O)C2CCCCC2)n1
    -2	-5	0.0	1.2	20	0.1	-20	5	106	96
55	CC1(C)SCC(C(=O)O)N1C=O (stereo unspecified)
    -5	-4	0.2	0.9	-4	-0.4	4	1	104	99
56	CCN=C1SC(CC(=O)Nc2sc3c(c2C#N)CCCC3)C(=O)N1CC (stereo unspecified)
    -9	0	4.3	1.1	-2	-0.2	2	2	103	98

# High-throughput results (PubChem)

# Random draw from the library. Share with any hit: about 7.7%.
